From PubChem
RAD54 branch: RAD54 (human) branch migration inhibition. Q92698. RAD54 Holliday junction branch migration, FAM/BHQ fluorescence. inhibition, % at 10.4 µM. hit rate 0.14% among 360,000. AID 602329;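 active = mean normalized replicate activity at least 40 and at least half of replicates scoring 40 or more; inconclusive = only one of the two criteria met; inactive = mean below 40 and under half of replicates reaching 40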;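 also: 0% = median of neutral control wells and 100% = median of positive control wells; inhibitors cause a drop in the FAM fluorescence signal; in these data hits start at about 50%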
ARNT TACC3 PPI: disrupts binding between human ARNT and TACC3; Q9Y6A5; hit rate 0.66% among 390,000; AID 623870; inhibition, % at 9.99 µM; AlphaScreen His-ARNT PAS-B/GST-TACC3 binding, luminescence; TACC3 fragment carries E629A point mutation;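 active = mean inhibition of replicates at least 50% and at least half of replicates each reaching 50%; inconclusive = half or more replicates reach 50% but mean below 50%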;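 also: 0% = complete ARNT plus TACC3 wells and 100% = ARNT alone without TACC3; many hits fall short of the cut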
PglD DTNB: inhibitors of Campylobacter jejuni PglD acetyltransferase; purified PglD enzyme, DTNB colorimetric CoA detection; inhibition, % at 12.5 µM; hit rate 0.098% among 360,000; AID 602405; in the data active = inhibition above about 16%, passing the limit was not always enough; inconclusive = no clear call, values can overlap the other calls; also: strong numbers were not always called active
ERp5 inh: ERp5 (human) disulfide isomerase inhibition | inhibition, % at 9.99 µM | Q15084 | hit rate 0.05% among 350,000 | ERp5 insulin aggregation, absorbance 650 nm, 90 min;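 active = mean replicate inhibition above about 25%, with every replicate also reaching it, limit read from the data, passing the limit was not always enough; inconclusive = only one of those two criteria met; inactive = neither criterion met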
E-selectin induc: E-selectin induction on HUVECs | P16581 | HUVEC E-selectin immunofluorescence imaging; normalized: neutral wells 0, TNF-alpha wells 100 | activation, % at 7.58 µM | hit rate 0.37% among 260,000;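 active = mean E-selectin-positive cell signal at least 10% of the positive control, reached in at least 60% of replicates, without over 20% cell loss; inconclusive = no rule given, readout overlaps actives, possibly toxicity-flagged; inactive = the rest, including those meeting only one limit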;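 also: in these data hits start at about 27%; measured in HUVEC primary endothelial cells; signal is the percent of cells scored E-selectin positive by PE staining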
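Read-out basis: % PE-positive cells; Test system: HUVEC primary endothelial cells; Technique: immunofluorescence imaging; Dosing: single-point compound dose.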
esBAF inh: SWI/SNF esBAF complex inhibition | mouse ES cells, Bmi1-luciferase knock-in reporter, 24 h; 100% = twice the neutral-well signal | reporter increase, % at 12.5 µM | hit rate 2% among 350,000 | AID 602393; in the data active = activation above about 40%; inconclusive = no clear call, values can overlap the other calls;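 also: 0% = median of the plate's neutral control wells and 100% = double that signal; a rise in the Bmi1 reporter signal indicates esBAF inhibition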
Casp6 inh: blocks human caspase-6 cleavage activity. purified caspase-6, Z-VEID-R110 cleavage fluorescence. inhibition, % at 12.5 µM. hit rate 0.53% among 350,000. AID 686996;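 active = mean inhibition across replicates at least about 35%, with every replicate also reaching that limit, limit read from the data; inconclusive = only one of the two criteria met; inactive = neither criterion met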;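 also: 0% = median of neutral control wells and 100% = no fluorescence left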
Target sequence (P55212 24-179 limits assumed): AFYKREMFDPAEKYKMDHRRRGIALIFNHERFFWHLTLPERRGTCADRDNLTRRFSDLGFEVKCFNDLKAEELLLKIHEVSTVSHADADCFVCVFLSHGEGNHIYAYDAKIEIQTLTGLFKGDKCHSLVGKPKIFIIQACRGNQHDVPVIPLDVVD
Target sequence (P55212 194-293 limits assumed): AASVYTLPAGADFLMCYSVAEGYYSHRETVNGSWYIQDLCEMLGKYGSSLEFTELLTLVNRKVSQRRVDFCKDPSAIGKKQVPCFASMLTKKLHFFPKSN
RAD52 inh: blocks human RAD52 DNA annealing | P43351 | recombinant RAD52 DNA annealing, FRET fluorescence | AID 651710 | inhibition, % at 18.7 µM | hit rate 0.46% among 360,000;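 active = every replicate showing at least 50% inhibition; inconclusive = mean inhibition at least 50% but not in every replicate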
Target sequence (P43351 whole entry, looked up): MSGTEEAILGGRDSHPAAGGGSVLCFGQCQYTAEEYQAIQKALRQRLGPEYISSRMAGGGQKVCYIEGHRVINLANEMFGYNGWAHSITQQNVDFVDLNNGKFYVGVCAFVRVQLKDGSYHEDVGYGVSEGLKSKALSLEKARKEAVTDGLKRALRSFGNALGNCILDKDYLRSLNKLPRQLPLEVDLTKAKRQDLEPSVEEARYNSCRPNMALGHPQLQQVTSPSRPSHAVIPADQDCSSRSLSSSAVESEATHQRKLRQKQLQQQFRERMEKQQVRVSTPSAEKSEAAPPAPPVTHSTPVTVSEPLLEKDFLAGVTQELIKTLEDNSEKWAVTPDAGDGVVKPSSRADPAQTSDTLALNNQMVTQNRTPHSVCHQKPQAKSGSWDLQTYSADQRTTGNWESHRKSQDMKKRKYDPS
* hit, by the source's call; i = inactive; ? = inconclusive; / = no result given; & = joins results of further samples. An excerpt. The share of hits here may be higher or lower than overall.

Results follow in this order: Casp6 inh | ERp5 inh | ARNT TACC3 PPI | esBAF inh | RAD54 branch | E-selectin induc | PglD DTNB | RAD52 inh
> CC1CCCN(CC(=O)N2CCCc3ccccc32)C1 (configuration not stated)
    -6 | 3 | -3 | 4 | 9 | / | -4 | 2
> Cc1ccc(CN2C3CCCC2CC(NC(=S)NCc2ccccc2)C3)cc1 (configuration not stated)
    -4 | 3 | 8 | -2 | / | / | / | -3
> C=CCN1CC[C@@]2(C)c3cc(O)ccc3CC1[C@@H]2C
    -6 | 7 | -5 | 8 | -2 | 0.4 | 3 | -7
> CCC(=O)N1N=C2C3CCN(CC3)C2C1c1ccccc1 (configuration not stated)
    0 | -4 | -6 | -6 | 2 | / | -1 | -4
> Cc1ccc(N2C(=O)NC(=O)C(CCc3ccccn3)(Cc3ccc(F)cc3)C2=O)cc1 (configuration not stated)
    -3 | -1 | -2 | / | / | / | / | -8
> O=C1NC(=O)N(Cc2ccc(F)cc2)C(=O)/C1=C\c1ccc([N+](=O)[O-])s1
    32 | 3 | 15 | / | -29 | / | -12 | -167
> O=C(Nc1ccccc1OC(=O)N1CCCCC1)N1CCCCC1
    -4 | -2 | 0 | / | / | / | / | -9
> O=C(CN1C(=O)CCSc2ccccc21)N1CCC2(CC1)OCCO2
    / | / | -6 | -11 | 6 | / | -5 | /
> CC12CC(=O)C3C(CCC4CC(=O)C=CC43C)C1CCC2=O (configuration not stated)
    2 | -2 | -3 | -8 | / | 1.6 | / | -11
> CCN(CC)C(=O)c1ccc(N(Cc2ccccc2)S(C)(=O)=O)cc1
    0 | 1 | -4 | -5 | 4 | / | 0 | -3
> COC(=O)C1=C(c2cc3ccccc3o2)C[C@@H]2CC[C@H]1N2C(=O)NC1CCCCC1
    0 | 4 | -10 | -12 | -14 | 0.0 | 3 | -10
> CCC1(c2ccc(N)cc2)CCC(=O)NC1=O (configuration not stated)
    / | -2 | -3 | 9 | 5 | -0.2 | 1 | -18
> COC(=O)C1=C(c2cccc(OC)c2OC)C[C@@H]2CC[C@H]1N2C(=O)NCCO
    0 | -4 | / | -7 | -1 | -0.1 | -2 | -16
> Cc1nc2ccccc2c(=O)n1-c1cc(F)ccc1F
    1 | 0 | -11 | / | / | / | / | -10
> OC1(c2ccccc2)CCNC2CCCCC21 (configuration not stated)
    -2 | -2 | 26 | -2 | 10 | / | -1 | -15
> CCOP(=O)(OCC)c1ccc(OP(=O)(c2cccc([N+](=O)[O-])c2)c2cccc([N+](=O)[O-])c2)cc1
    -2 | 5 | 6 | / | / | -0.2 | / | -8
> Cc1ccc(CC2C(=O)N(C)C(=O)N(C)C2=O)s1
    / | / | 10 | -7 | -3 | / | 2 | /
> CN1C(=O)CN=C(c2ccc(Cl)cc2)c2cc(Cl)ccc21
    0 | 3 | -2 | 7 | 12 | 0.1 | -4 | -2
> O=C(Cn1c(=O)n(CC2CS2)c2ccccc21)N1CCCCCC1 (configuration not stated)
    1 | 0 | -3 | / | / | / | / | -2
> O=C(N/N=C/c1c(O)n(CCC2=CCCCC2)c(=S)[nH]c1=O)c1ccccc1
    4 | 5 | 27 | / | / | -0.3 | / | -70

Arranged by molecular weight (falling): some entries from above
Results follow in this order: Casp6 inh | ERp5 inh | ARNT TACC3 PPI | esBAF inh | RAD54 branch | E-selectin induc | PglD DTNB | RAD52 inh
> COC(=O)C1=C(c2cccc(OC)c2OC)C[C@@H]2CC[C@H]1N2C(=O)NCCO
    0 | -4 | / | -7 | -1 | -0.1 | -2 | -16
> O=C(CN1C(=O)CCSc2ccccc21)N1CCC2(CC1)OCCO2
    / | / | -6 | -11 | 6 | / | -5 | /
> CCN(CC)C(=O)c1ccc(N(Cc2ccccc2)S(C)(=O)=O)cc1
    0 | 1 | -4 | -5 | 4 | / | 0 | -3
> C=CCN1CC[C@@]2(C)c3cc(O)ccc3CC1[C@@H]2C
    -6 | 7 | -5 | 8 | -2 | 0.4 | 3 | -7
> CCC1(c2ccc(N)cc2)CCC(=O)NC1=O (configuration not stated)
    / | -2 | -3 | 9 | 5 | -0.2 | 1 | -18
> OC1(c2ccccc2)CCNC2CCCCC21 (configuration not stated)
    -2 | -2 | 26 | -2 | 10 | / | -1 | -15

More records:
Results follow in this order: Casp6 inh | ERp5 inh | ARNT TACC3 PPI | esBAF inh | RAD54 branch | E-selectin induc | PglD DTNB | RAD52 inh
> CCN1CCc2ccccc2C1
    6 | 3 | 0 | / | / | 1.6 | / | -3
> COc1cc2c(cc1O)[C@@H]1Cc3ccc(OC)c(O)c3CN1CC2
    4 | 4 | 38 | -65 | 7 | -2.1 | -5 | 17
> Oc1ccc(C[C@H]2NCCc3cc(O)c(O)cc32)cc1O
    22 | 1 | 6 | -5 | 5 | 0.0 | -7 | 30
> C[C@@H]1C(=O)O[C@H]2[C@H](O)[C@]34[C@@H]5OC(=O)[C@]3(OC3OC(=O)[C@H](O)C34[C@H](C(C)(C)C)[C@@H]5O)[C@@]12O (some centres not stated)
    6 | -2 | -7 | -6 | 3 | 0.1 | 4 | -6
> O=C(COc1ccccc1)N1CCN(CC2CC3C=CC2C3)CC1 (configuration not stated)
    / | / | -5 | -4 | 0 | / | 0 | /
> COc1ccc(-c2nn(Cc3ccccc3)cc2C(=O)NC2CC2)cc1OC
    4 | -2 | 7 | 1 | 7 | / | -1 | 2
> COc1ccc2nc(-c3ccc(CN4CCC(n5c(=O)[nH]c6cc(Cl)ccc65)CC4)cc3)c(-c3ccccc3)nc2c1
    -1 | -5 | / | / | / | 0.6 | / | 38
> Cc1ccsc1C(=O)C1CCCN(Cc2cn(C)nc2C)C1 (configuration not stated)
    -2 | 4 | -6 | / | / | / | / | -10
> O=c1c2ccc(Cl)cc2[nH]c(=S)n1-c1cccnc1
    -6 | 3 | -6 | / | / | 0.1 | / | -10
> Cc1cc(OCc2cc(C(=O)O)oc2C)c2c3c(c(=O)oc2c1)CCCC3
    10 | 3 | 1 | -8 | -15 | / | 1 | -9
> O=C1CC(N2CCC(n3c(=O)[nH]c4ccccc43)CC2)C(=O)N1c1ccc(F)cc1 (configuration not stated)
    / | / | -6 | -3 | -2 | / | -1 | /
> O=C1C(=O)c2ccccc2-c2ccccc21
    54* | 4 | -31&19 | ? | 3&-6 | -0.1 | -2&3 | 5
> C1CC2OC2CC1C1CO1 (configuration not stated)
    5 | -1 | / | -4 | -11 | / | 2 | 9
> COC(=O)C1=C(c2ccc(Cl)c(C(F)(F)F)c2)C[C@@H]2CC[C@H]1N2C(=O)NCCOc1ccccc1
    / | / | 1 | -1 | 5 | / | -4 | /
> Cc1cc(N2CCNC[C@H]2C)ccc1N1CCN[C@@H](C)C1
    4 | 0 | / | / | / | 0.1 | / | 14
> Cc1cccc(C)c1-n1nnnc1C(c1cccc2ccccc12)N1CCC2(CC1)C(=O)NCN2c1ccccc1 (configuration not stated)
    -1 | 8 | / | -8 | 14 | -2.0 | -2 | -2
> CC(C)c1ccc(-n2c(O)c(/C=N/NC(=O)c3ccncc3)c(=O)[nH]c2=O)cc1
    0 | -10 | 61* | / | / | 0.4 | / | -36
> O=C(O)CNC1c2ccccc2CSc2ccccc21 (configuration not stated)
    9 | 4 | / | / | 12 | 1.3 | -1 | -11
> COc1ccc(N2CCN(CCCN)CC2)cc1
    / | / | 35 | -3 | 16 | / | -7 | /
> CC(=O)O[C@@]12CO[C@@H]1C[C@@H](O)[C@@]1(C)C(=O)[C@H](O)C3=C(C)[C@@H](OC(=O)[C@H](O)[C@@H](NC(=O)c4ccccc4)c4ccccc4)C[C@@](O)([C@@H](OC(=O)c4ccccc4)C12)C3(C)C (some centres not stated)
    -2 | 4 | 1 | -13 | -4 | / | -5 | -4
> COc1ccc(-n2nnnc2C(c2cccc3ccccc23)N2CCC3(CC2)C(=O)NCN3c2ccccc2)cc1 (configuration not stated)
    2 | -1 | / | -2 | -3 | 0.6 | 0 | -14
> COC12c3ccccc3-c3ccccc3C1C(C(=O)O)C2C(=O)O (configuration not stated)
    4 | 11 | / | / | / | -0.3 | / | -18
> CC=Cc1ccc2n(c1=O)C[C@H]1[C@H](CO)[C@@H](C(=O)OC)[C@@H]2N1CC1CCCCC1 (mixture of isomers)
    -1 | 1 | -8 | -2 | 8 | 0.3 | 2 | -5
> O=C(O)Cn1cc(/C=C2\C(=O)NC(=O)N(c3ccc(Br)cc3)C2=O)c2ccccc21
    3 | 3 | -3 | 0 | / | -0.4 | / | i
> CCC(c1nnnn1Cc1ccccc1)N1CCC(n2c(=O)[nH]c3ccccc32)CC1 (configuration not stated)
    9 | -3 | / | -5 | 2 | 1.3 | 0 | -3
> Cc1ccc(C)c(NP(=O)(Oc2ccccc2)Oc2ccccc2)c1
    2 | 1 | -11 | -1 | -5 | -0.1 | 2 | 4
> O=C(Nc1cccc(Cl)c1)OCC#CCN1CCCC1
    -1 | -3 | 0 | / | / | -0.4 | / | 6
> CC[C@H](C)[C@@H](C(=O)N1CCCC1c1nccs1)N(C)C(=O)[C@H](CC(C)C)N(C)C(=O)[C@H](Cc1ccc(OC)cc1)N(C)C(=O)/C=C(\C)OC (some centres not stated)
    -2 | 2 | -1 | -3 | -2 | / | -6 | -13
> COC(=O)C1=C(c2cccc(C#N)c2)C[C@@H]2CC[C@H]1N2C(=O)N1CCCCC1
    1 | -4 | -1 | -4 | 3 | 1.8 | 7 | -12
> COc1ccc(CC(=O)C2C(=O)N(C)c3ccccc32)cc1OC (configuration not stated)
    -1 | 1 | 10 | / | / | 0.7 | / | -8
> COC(=O)C1=C(c2ccc(F)cc2F)C[C@@H]2CC[C@H]1N2C(=O)NC1CCCCC1
    / | / | 1 | -4 | -2 | / | -6 | /
> C[C@@H]1CN([C@H](C)CO)C(=O)CCCn2nncc2CO[C@@H]1CN(C)C(=O)Oc1ccc2ccccc2c1
    2&6 | -16&4 | -8 | -6&2 | 6&-6 | -0.1 | 1&1 | -7&6
> CC(=O)NCC1=C(c2ccc(S(C)(=O)=O)cc2)C[C@@H]2CC[C@H]1N2CCOc1ccccc1
    4 | -3 | / | / | / | -0.2 | / | 0
> COc1ccc(OC)c(N2C(=O)NC(=O)/C(=C/c3ccc([N+](=O)[O-])s3)C2=O)c1
    22 | 0 | 26 | -4 | -5 | 0.2 | -4 | -47
> c1cncc(CNC2=NCCC2)c1
    / | / | 3 | -6 | -1 | / | 0 | /
> O=c1[nH]c(O)c(C=Nc2ccc(Cl)c(C(F)(F)F)c2)c(=O)[nH]1
    -2 | 11 | 4 | -6 | 0 | / | 2 | -8
> Cc1cc(=O)oc2c(C)c(OCC(=O)N3CCC(C(=O)O)(c4ccccc4)CC3)ccc12
    -3 | -1 | 7 | 0 | 2 | / | 5 | -9
> CNc1cc(N2CCN(C)CC2)ccc1[N+](=O)[O-]
    8 | 1 | 2 | / | / | / | / | -21
